KB-3-1 tox: kills parental KB-3-1 adenocarcinoma cells. KB-3-1 viability, CellTiter-Glo ATP luminescence, 72 h. Potency, µM (highest dose often 46.1 µM), inactives show at the top dose activity change, negative = cytotoxic, hits mostly cytotoxic. 1.4% of 400,000 active. AID 1347075; also: potency is read from the fitted curve at half-maximal effect; % is scaled to controls: 0 for no effect and ±100 for the full control effect; nearly all actives have a fitted effect of over 60% in size
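72 h, 37 °C compound treatment of KB-3-1 parental cells; CellTiter-Glo added, 10 min, luminescence read. Data corrected against DMSO-only plates and normalized before curve fitting.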
HT1080 IDH1KD tx: HT-1080 IDH1 knockdown cell toxicity (counter line); Potency, µM (series often up to 46.1 µM), inactives show at the top dose activity, negative = toxicity, usual class: cytotoxic; HT-1080 IDH1 knockdown viability, ATP luminescence, 48 h; 2% of 360,000 active; AID 686971;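 also: potency is read from the fitted curve at half-maximal effect; 0% = DMSO wells and -100% = cell-free medium wells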
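HT-1080-IDH1KD cells (IDH1 knocked down), 750/well in RPMI with 5% FBS, treated with compound 48 h at 37 degrees C. Viability by CellTiter-Glo luminescence, normalised to DMSO and no-cell wells; concentration-response curves classed.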
IL-1B inflam inh: inhibitors of inflammasome signaling (IL-1 beta secretion) | THP-1 LPS/ATP IL-1B secretion, AlphaLISA, 16 h; stronger effect = lower value | activity change, % at 57.5 µM | 4.7% of 360,000 active; in the data active = activity change below about -50%; inconclusive = mostly about -30% to -49%; also: % is scaled to controls: 0 for no effect and ±100 for the full control effect
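Secreted IL-1B measured by AlphaLISA bead assay after 16 h compound exposure of THP-1 cells; compounds (final up to 57.5 uM) added 1 h before LPS (250 ng/mL) and ATP (1.25 mM) stimulation; lower signal means less secretion.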
GLP1R cytotox: cytotoxicity counter-screen for GLP-1 receptor inverse agonists; HEK293 cAMP-luciferase reporter cells, luminescence, 24 h; Potency, µM (series often up to 38.3 µM), inactives show top-dose activity change, negative = inhibition, hits mostly inhibitors; 0.13% of 410,000 active; AID 624418;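 also: loss of luciferase light is scored as toxicity; potency is read from the fitted curve at half-maximal effect; % is scaled to controls: 0 for no effect and ±100 for the full control effect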
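Seeding density was 200 cells/uL; after overnight-length (12 h) culture, 23 nL compounds went on for 24 h at 37 °C. Readout used a luciferase detection reagent, luminescence taken after 12 min at room temperature.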
KB-V1 cytotox: KB-V1 MDR subline cytotoxicity | AID 1347076 | Potency, µM (highest dose often 46.1 µM), for the others: at the highest dose activity change, negative = cytotoxicity, usual class: cytotoxic | 3.4% of 400,000 active | KB-V1 MDR cells viability, CellTiter-Glo, 72 h; also: potency is read from the fitted curve at half-maximal effect; % is scaled to controls: 0 for no effect and ±100 for the full control effect; nearly all actives have a fitted effect of over 60% in size
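Compound-treated KB-V1 multidrug-resistant cells, 72 h, 37 degrees C; viability by CellTiter-Glo. Fitted qHTS curves give the values.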
MCF10A rerep: DNA re-replication induction in MCF 10a cells. MCF 10A DNA re-replication, Hoechst nuclear intensity, 48 h. Potency, µM (series often up to 46.1 µM), for inactives: top-dose activity, positive = re-replication, hits mostly activators. 2.9% of 350,000 active; also: potency is read from the fitted curve at half-maximal effect; % of control where 0% means no effect; nearly all actives have a fitted effect of over 50% in size
HT1080-NT tox: kills 2HG-producing HT-1080-NT fibrosarcoma cells | HT-1080-NT fibrosarcoma viability, CellTiter-Glo ATP luminescence, 48 h | Potency, µM (top dose mostly 46.1 µM), inactives show at the top dose activity, negative = less viability, hits mostly cytotoxic | 1.6% of 360,000 active | AID 686970;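 also: NT is the 2HG producing partner of a matched IDH1 knockdown line; potency is read from the fitted curve at half-maximal effect; 0% = DMSO-treated cells and -100% = media-only wells without cells; nearly all actives have a fitted effect of over 55% in size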
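Viability of the 2HG-overproducing fibrosarcoma line after 48 hours of compound exposure at 37 degrees C was determined by luminescence with CellTiter-Glo, and concentration-effect curves were then fitted and categorized.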
SW480 rerep: DNA re-replication induction in SW480 cells; SW480 DNA re-replication, Hoechst DNA content imaging, 48 h; Potency, µM (doses to about 46.1 µM), for the others: at the top dose re-replication activation, hits mostly activators; 1.8% of 340,000 active; also: potency is read from the fitted curve at half-maximal effect; % of control where 0% means no effect; nearly all actives have a fitted effect of over 55% in size
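Cells (250 per well) received 23 nL compound or DMSO by pin tool and were kept 48 hr at 37 C, 5% CO2. Nuclei were then stained with Hoechst for 40 min and scanned for DNA content.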
D3 ag: agonists of human D3 dopamine receptor | P35462 | D3R DiscoveRx beta-arrestin cells, luminescence, 90 min | max activation, % | 0.58% of 410,000 active | AID 652048; in the data active = max activation above about 30%; also: 0% is about no effect; mostly tested at two doses, the higher about 12 µM
Target sequence (P35462 whole entry, looked up): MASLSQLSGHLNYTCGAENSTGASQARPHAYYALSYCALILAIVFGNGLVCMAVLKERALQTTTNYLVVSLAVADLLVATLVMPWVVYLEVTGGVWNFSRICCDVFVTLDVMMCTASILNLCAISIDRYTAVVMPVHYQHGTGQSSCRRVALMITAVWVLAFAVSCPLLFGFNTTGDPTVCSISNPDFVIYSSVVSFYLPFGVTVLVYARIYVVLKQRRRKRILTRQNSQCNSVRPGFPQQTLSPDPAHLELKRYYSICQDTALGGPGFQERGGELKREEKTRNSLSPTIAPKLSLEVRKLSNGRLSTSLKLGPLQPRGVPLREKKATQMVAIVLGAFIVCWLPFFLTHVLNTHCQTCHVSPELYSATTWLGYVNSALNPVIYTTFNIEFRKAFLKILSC
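Agonist mode: compounds and dopamine controls were applied to plated cells for 90 min at 37 degrees C after an overnight attachment at 1500 cells/well. Luminescent read-out followed 30 - 60 minutes at room temperature with DiscoveRx detection reagent.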
An asterisk follows results filed as active; u = inconclusive; x = no result given; [ ] = dose if it differs, or a comment. Unless noted, calls follow the shape of the dose curve; as a rule, active = well fitted curve in the direction sought with a large enough effect; inconclusive = small, poorly fitted or top-dose-only effect, or another doubt; inactive = no such curve, though single readings can be large; an effect the other way counts as inactive or inconclusive.

Order of results – KB-3-1 tox	HT1080 IDH1KD tx	IL-1B inflam inh	GLP1R cytotox	KB-V1 cytotox	MCF10A rerep	HT1080-NT tox	SW480 rerep	D3 ag
O=P(Oc1ccccc1)(Oc1ccccc1)N1CCOCC1
→ 0%	14%	-7	-1%	-9%	2%	14%	-4%	0
Brc1ccc2c(c1)CN(CC1CCCCC1)Cc1cnnn1-2
→ -16%	-28%	-19	-13%	18µM*	x	-23%	x	-1
O=C(NC1C=CS(=O)(=O)C1)c1sc2ccccc2c1Cl (centres undefined)
→ -2%	11µM*	-97*	-14%	u	-4%	16µM*	-2%	1
O=c1[nH]c(=S)n(C2CC2)c(O)c1C=NCc1ccc(F)cc1
→ 0%	-4%	-6	5%	2%	2%	-1%	-6%	2
Cc1ccc(-c2nc(CN3C(=O)CN=C(c4ccccc4)c4ccccc43)c(C)o2)cc1
→ 7%	x	x	0%	14%	x	x	x	2
COc1cc(O)cc2c1C(=O)OC(C)CCCC(=O)CCC/C=C\2 (centres undefined)
→ -6%	-6%	-17	-3%	u	0%	9%	-8%	28
Cc1cc(C)c(C(=O)COC(=O)Cn2nc(-c3ccccc3)oc2=O)cc1C
→ 0%	u	24	5%	u	-1%	17%	-3%	4
CCOc1ccc(S(=O)(=O)N2CCC(C(=O)NCc3cccnc3)CC2)cc1Cl
→ -9%	-7%	-3	4%	-13%	1%	-13%	u	-10
CCCn1c(=N)n(CC(O)COc2cccc(C)c2)c2ccccc21 (centres undefined)
→ u	u	u	u	15µM*	3%	-18%	11%	1
COc1cccc(-n2c(=S)[nH]c3ccccc3c2=O)c1
→ -11%	-2%	4	-14%	-25%	1%	-6%	12%	-11
COc1ccc(-n2nnnc2C(CCc2ccccc2)N2CCC(n3c(=O)[nH]c4ccccc43)CC2)cc1 (centres undefined)
→ u	13µM*	x	u	u	x	16µM*	x	19
CC(=O)OC1N=C(c2ccccc2)c2cc(C)ccc2NC1=O (centres undefined)
→ 0%	0%	-11	-7%	4%	8%	1%	8%	-10
Cn1c(=O)oc2cc(S(=O)(=O)N3CCc4ccccc43)ccc21
→ u	u	0	-15%	u	u	-15%	-3%	-1
COc1cc(C=C2C(=O)NC(=O)NC2=O)ccc1O
→ -1%	10%	3	7%	-26%	5%	8%	-2%	-1
CCC(C)N1C(=O)/C(=C\c2cnc(N(C)C)nc2)C(=O)NC1=S (centres undefined)
→ 1%	-25%	-52*	10%[7.66 µM]	3%	u	u	19%	-6
CC1=C2C(=O)C3C(CC=C4CC(OC5OC(O)C(O)C(O)C5CO)CCC43C)C2CCC12OC1CC(C)CNC1C2C (centres undefined)
→ -4%	11%	-8	1%	18%	0%	15%	-8%	-3
COc1ccc(C2C(C#N)=C(N)Oc3c2c(=O)oc2ccccc32)cc1Cn1cc([N+](=O)[O-])cn1 (centres undefined)
→ 19%	9%	-12	12%	u	14%	14%	-6%	2
C=CCn1c(O)c(C(CC)=NCCc2c[nH]c3ccccc23)c(=O)[nH]c1=O
→ u	u	33	-16%	u	u	u	13%	0
COc1cc2c(C(=O)N3CCN(C)CC3)c(C)n(C)c2cc1Br
→ 12%	0%	-4	-5%	1%	-11%	2%	-1%	-6
COc1ccc(Br)cc1CN1CCN(C(=O)Cc2ccccc2)CC1
→ -6%	2%	4	-24%	-9%	6%	-2%	2%	-16
CCCc1cc(=O)oc2cc(OCC(=O)N3C[C@H]4C[C@@H](C3)c3cccc(=O)n3C4)ccc12
→ 0%	4%	-10	3%	0%	34%	7%	-2%	2
Cc1cccc(NP2(=O)NCCCN2)c1
→ -5%	3%	-13	18%	-23%	0%	3%	-3%	-7
Cc1cc(C(=O)CS(=O)(=O)c2ccccc2)cc(C)c1OC(=O)N(C)C
→ -5%	-16%	34	-3%	-27%	6%	-17%	-4%	3
CC(=CCOc1ccc2ccc(=O)oc2c1)C1=CC(=O)C(C)(C)O1
→ u	u	-91*	-29%	u	x	-21%	x	-14
Cc1ccc(N2C(=O)/C(=C/N3CCN(C(=O)c4ccco4)CC3)C(=O)NC2=S)cc1C
→ 0%	9%	2	-24%	5%	-8%	11%	-8%	10
COC(=O)C(O)(c1ccc(N(C)C(=O)COc2ccccc2)cc1)C(F)(F)F (centres undefined)
→ -6%	6%	-8	0%	22%	-6%	9%	-3%	5
CC(=O)N1CC(=O)Nc2ccc(C)cc2C1c1ccccc1 (centres undefined)
→ 3%	14%	40	1%	-5%	-9%	8%	-7%	1
Cn1c(O)c(C=Nc2ccc(Cl)cc2)c(=O)n(C)c1=O
→ -10%	0%	-21	-21%	19%	0%	2%	-5%	-1
O=C(c1cc(-c2cccnc2)nc2ccccc12)N1CCC2(CC1)OCCO2
→ 4%	-16%	17	-11%	u	-4%	-7%	1%	11
Cc1ccc(/C=C2\C(=O)NC(=S)N(c3ccc(F)cc3)C2=O)o1
→ 1%	0%	3	1%	-1%	0%	10%	13%	0

Order of results – KB-3-1 tox	HT1080 IDH1KD tx	IL-1B inflam inh	GLP1R cytotox	KB-V1 cytotox	MCF10A rerep	HT1080-NT tox	SW480 rerep	D3 ag
O=c1[nH]c(O)c(N=Nc2ccc3c(c2)OCCO3)c(=O)[nH]1
→ -13%	-9%	-3	3%	-7%	-4%	-4%	0%	-10
Cc1sc2c(c1C)C(c1cccs1)=NCC(=O)N2CC(=O)NCc1cccs1
→ -2%	-6%	u	-21%	u	u	5%	-2%	6
CCC/C(=N\O)c1c[nH]c2ccccc12
→ 1%	-6%	24	-2%	u	2%	-5%	-2%	2
Cc1ccc(C)c(-n2c3nc(=O)[nH]c(=O)c-3cc3cc([N+](=O)[O-])ccc32)c1
→ 23µM*	5.2µM*	-99*	73%[activator]	-2%	u	6.5µM*	3.2µM*	-14
O=Cc1c(C(=O)O)n(Cc2ccccc2Cl)c2ccccc12
→ 0%	2%	-1	-10%	17%	-2%	24%	-12%	7
CCNC(=O)N1c2ccccc2Sc2ccccc21
→ -29%	-12%	13	16%	-8%	u	-8%	18%	-16
CN(C)c1ccc(/C=C2\C(=O)NC(=O)N(Cc3ccc(F)cc3)C2=O)cc1
→ 7%	18%	4	-5%	20%	11%	8%	0%	-3
CCC1(CC(C)C)C(=O)NC(=S)NC1=O
→ x	0%	20	16%	x	-25%	18%	0%	-1
CC(C)c1ccc(C(c2c(O)c3ccccc3oc2=O)c2c(O)c3ccccc3oc2=O)cc1
→ 0%	-6%	20	-22%	2%	x	0%	x	0
Cc1ccc(NC(=O)c2cc(-c3ccccc3)n(CCCN3CCOCC3)c2C)cc1
→ -4%	-13%	u	-7%	12%	12%	-2%	-4%	-8
CC[C@@H](C)[C@H](NC(=O)OC(C)(C)C)c1nnc(S(=O)(=O)Cc2cc(C)ccc2C)o1
→ 0%	10µM*	0	u	u	4.1µM*	16µM*	13%	-8
O=[N+]([O-])/C=C/c1c(Cl)cccc1Cl
→ u	u	-99*	u	u	3.7µM*	u	6.5µM*	-9
COC(=O)C1=C(c2ccc(OC)c(OC)c2)C[C@@H]2CC[C@H]1N2C(=O)NCc1cccc2ccccc12
→ -13%	-4%	-23	-16%	-26%	-9%	-5%	3%	-30
CCc1ccc(C2=NN(CCC(=O)N3CCC4(CC3)OCCO4)C(=O)CC2)cc1
→ -16%	-4%	-2	6%	-1%	2%	-8%	21%	-19
CN(C)/C=C1/C(=O)NC(=O)N(CCNc2ncc(C(F)(F)F)cc2Cl)C1=O
→ 17%	-3%	-9	-7%	-1%	u	9%	-3%	0
CCc1cc(=O)oc2cc(C)cc(OCC(=O)N3CCC(C(=O)O)(c4ccccc4)CC3)c12
→ 0%	4%	18	2%	7%	4%	6%	-101%	-2
O=C(c1cc(C(=O)NCc2ccc(Cl)cc2)c(=O)n(Cc2ccc(Cl)cc2)c1)c1cc(F)ccc1O
→ u	-19%	-18	9%	7.3µM*	11%	-16%	11%	7
CCOC(=O)c1ccc(N=Cc2c(O)n(-c3ccccc3F)c(=S)[nH]c2=O)cc1
→ 3%	14%	2	-19%	1%	-58%[inhibitor]	-4%	6%	-1
COc1ccc(C)cc1NC(=O)CCS(=O)(=O)c1ccc2c(c1)oc(=O)n2C
→ 9%	19%	63	u	u	-7%	10%	-2%	7
COC(=O)C(O)(c1ccc(N(C)C(=O)c2cccs2)cc1)C(F)(F)F (centres undefined)
→ -4%	-4%	23	0%	-19%	-38%[inhibitor]	13%	2%	7
COc1ccc(CS(=O)/C(Cl)=C(/Cl)C(=O)Nc2ccc(OC)nc2)cc1 (centres undefined)
→ u	18µM*	-105*	4µM*	u	u	1.3µM*	0.26µM*	-23
C=CCN1Cc2ccccc2-n2nncc2C1
→ 0%	12%	20	-7%	8%	x	19%	x	3
COc1ccc(C2NCc3ccc4c(c3-n3cccc32)OCO4)cc1OC (centres undefined)
→ -23%	-29%	u	u	u	-2%	-29%	16%	-5
COC(=O)C(NC(C)=O)(Nc1nc2c(C)cc(C)cc2s1)C(F)(F)F (centres undefined)
→ u	13µM*	-9	u	u	u	16µM*	u	-2
CCN(CC)C(=O)c1ccc(NC(=O)c2sccc2-c2ccccc2)cc1
→ -1%	-2%	-9	-5%	-28%	23%	-1%	0%	-10
COc1ccc(C[C@H]2CN3C(=NC[C@@H]3C(C)C)N2C[C@H](C)NC(=O)c2ccc(C)c(Br)c2)cc1
→ u	-26%	-57*	u	-7%	15%	-10%	13%	-60
CCc1ccc(/C=C(/C#N)C(N)=S)cc1
→ 7%	0%	9	-6%	-4%	7%	0%	-2%	-1

Retrieved by structure from above (two):
Order of results – KB-3-1 tox	HT1080 IDH1KD tx	IL-1B inflam inh	GLP1R cytotox	KB-V1 cytotox	MCF10A rerep	HT1080-NT tox	SW480 rerep	D3 ag
CCc1cc(=O)oc2cc(C)cc(OCC(=O)N3CCC(C(=O)O)(c4ccccc4)CC3)c12
→ 0%	4%	18	2%	7%	4%	6%	-101%	-2
CN(C)/C=C1/C(=O)NC(=O)N(CCNc2ncc(C(F)(F)F)cc2Cl)C1=O
→ 17%	-3%	-9	-7%	-1%	u	9%	-3%	0

Bioassay records deposited in PubChem by National Center for Advancing Translational Sciences (NCATS).

Not all compounds are listed; the hit share may differ from the screen's.
